NFkB transloc pot = enhancers of NFkB p65 translocation in HUVEC – imaging, IL-1B stimulus, high-content imaging, primary screen; HUVEC IL-1B NFkB p65 nuclear translocation imaging; activation, % at 2 µM; 94,000 tested, 0.3% active; AID 819, 2007;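 active = activation above 40%, about the mean plus 3 SD, also judged a hit on visual image review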;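 note: percent activation is computed from the nuclear over cytoplasmic p65 intensity ratio; values of inactives mirror those of a sister screen read the other way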
PLAP inhibition = PLAP enzyme inhibitors, biochemical, luminescence, HTS (AID 690); Alkaline phosphatase, placental type (Homo sapiens); purified PLAP, luminescent substrate; higher % means a stronger effect; one-dose inhibition, % at 20 µM; IC50 in µM for titrated hits; 96,000 tested, 0.08% active; in the data active = a potency from the dose series; inactive = the rest, 99 in 100 with inhibition below about 30%; note: strong numbers were not always called active
Bcl-B displacement = displacers of TR3 peptide from Bcl-B, primary screen, selectivity assay for Bfl-1 inhibitor project, biochemical, fluorescence polarization | Bcl-2-like protein 10 (Homo sapiens) | FP displacement of FITC-TR3 peptide from Bcl-B; higher % means a stronger effect | one-dose displacement, % at 20 µM; IC50 in µM for titrated hits | 96,000 tested, 0.11% active;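 active = displacement above 50% at 20 µM plus a fluorescence interference ratio under 1.5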;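 note: plate controls were wells without compound for no effect and wells lacking Bcl-B protein for full effect; a part of the inactive calls stands beside numbers as strong as those of hits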
IL1B NFkB inh = inhibitors of IL-1B driven NFkB p65 nuclear import, primary screen, imaging, HUVEC, IL-1B stimulus, high-content imaging; AID 796, 2007; inhibition, % at 2 µM; 94,000 tested, 0.43% active; HUVEC IL-1B NFkB p65 nuclear translocation imaging;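 active = inhibition above about 30% together with a positive call from visual inspection of the well image, limit read from the data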;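 note: nuclear over cytoplasmic p65 intensity ratio measured by imaging; 0% = IL-1B stimulated DMSO wells and 100% = unstimulated DMSO wells; values of inactives mirror those of a sister screen read the other way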
MRP reversal = reversal of MRP1-mediated doxorubicin resistance, primary screen, H69AR cells, doxorubicin co-treatment. H69AR cells + 2 uM doxorubicin, CellTiter-Glo, 72 h. differential viability (reversal), % at 10 µM. 85,000 tested, 0.04% active;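 active = viability drop by adding the cancer drug above about 55%, with treated viability meeting a 40% cutoff, limit read from the data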;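 note: viability without doxorubicin minus viability with 2 µM doxorubicin for each compound; larger differential means the compound sensitizes cells more to doxorubicin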
MRP reversal cytotoxicity = also measured in MRP reversal; calls as there; viability, %; H69AR cells, CellTiter-Glo, 72 h; measured here: cytotoxicity without doxorubicin
MRP reversal with doxorubicin = second read-out of MRP reversal, no call of its own (marks repeat the call); viability, %; measured here: viability with 2 uM doxorubicin; active compounds read low
IL1B NFkB inh cell count 2 µM = second read-out of IL1B NFkB inh, no call of its own (marks repeat the call); cell count; measured here: cells passing quality filter;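 raw number of nuclei counted in each imaged well without normalization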
NFkB transloc pot cell count 2 µM = recorded beside NFkB transloc pot, whose call it bears; cell count; measured here: cells passing quality filter
Starred values were filed as active, the others as inactive; x = not tested or not shown.

SMILES | NFkB transloc pot | NFkB transloc pot cell count 2 µM | PLAP inhibition | Bcl-B displacement | IL1B NFkB inh | IL1B NFkB inh cell count 2 µM | MRP reversal | MRP reversal cytotoxicity | MRP reversal with doxorubicin
O=C(/C=C/c1ccc(OCCCF)cc1)NCc1cccc(Cl)c1 | 3 | 121 | 0% | -4% | -3 | 121 | x | x | x
O=C(CCCc1ccccc1)NC1CCSC1=O (stereo not drawn) | -6 | 87 | 8% | 1% | 6 | 87 | 3 | 103 | 100
CCOc1cc(C2/C(=C(\O)c3cc(C)ccc3C)C(=O)C(=O)N2CCN(C)C)ccc1O (stereo not drawn) | -7 | 129 | -19% | 0% | 7 | 129 | 9 | 104 | 96
COC(=O)C1=C(C)C(c2ccc(OC)cc2OC)NC(=O)N1 (stereo not drawn) | 21 | 61 | -6% | 3% | -21 | 61 | -5 | 85 | 89
Cc1ccc(NC(=S)/C(=C(\[O-])c2ccc(C)c([N+](=O)[O-])c2)[n+]2ccccc2)cc1C | 6 | 141 | 5% | 2% | -6 | 141 | 4 | 80 | 76
Cc1cc(OC(C)C(=O)N/N=C/CC(C)c2ccccc2)ccc1Cl (stereo not drawn) | 40 | 176 | 4% | 0% | -40 | 176 | x | x | x
CCOc1ccc(NC(=O)C2CCCN(S(=O)(=O)c3c(C)nn(C)c3C)C2)cc1 (stereo not drawn) | 8 | 122 | -18% | 13% | -8 | 122 | 11 | 87 | 76
Cc1ccc2cc3c(nc2c1)N(Cc1ccco1)CC3 | 7 | 182 | -5% | -2% | -7 | 182 | -5 | 87 | 92
COCCNC(=O)CN1c2ccccc2CC1C (stereo not drawn) | x | x | -53% | -3% | x | x | 3 | 96 | 92
COc1ccc(/C(O)=C/Sc2nnc(Cc3ccccc3)o2)cc1 | -3 | 140 | 24% | 15% | 3 | 140 | x | x | x
COc1cc(CNn2nnnc2N)ccc1OCC(=O)NC(C)(C)C | 8 | 177 | 19% | -18% | -8 | 177 | -4 | 95 | 99
O=C(NC(C(=O)O)c1ccccc1)c1ccc(S(=O)(=O)N2CCOCC2)cc1 (stereo not drawn) | 5 | 108 | -6% | -2% | -5 | 108 | -17 | 80 | 97
CC1CCC(C(C)C)C(OC(=O)CSc2nnc(N)s2)C1 (stereo not drawn) | -9 | 174 | 20% | 10% | 9 | 174 | -1 | 85 | 86
O=C(NCN1C(=O)C2C3C=CC(C3)C2C1=O)Nc1nncs1 (stereo not drawn) | 12 | 135 | x | x | -12 | 135 | x | x | x
COc1cc2[nH]c(=O)n(CCC(=O)N3CC=C(c4ccccc4)CC3)c(=O)c2cc1OC | 7 | 190 | -43% | -6% | -7 | 190 | -8 | 81 | 89
COc1cc(OC)cc(C(=O)N2CCN(S(C)(=O)=O)CC2)c1 | 5 | 159 | -8% | -11% | -6 | 159 | 14 | 106 | 92
COc1cccc(OCCNC(=O)c2cccc(OC)c2)c1 | 12 | 94 | -8% | 3% | -12 | 94 | 14 | 109 | 96
Cc1ccccc1-n1nnnc1SC1CCOC1=O (stereo not drawn) | x | x | -27% | 26% | x | x | -2 | 91 | 92
N=c1n(CCN2CCCCC2)c2ccccc2n1CC(O)COc1ccccc1 (stereo not drawn) | 13 | 189 | -20% | -8% | -13 | 189 | 13 | 90 | 77
COc1ccc(C(=O)c2ccccc2Cl)cc1 | 14 | 204 | 6% | -1% | -14 | 204 | 3 | 81 | 78
COCCNC(=O)C(=O)Nc1ccc(Br)cc1 | 28 | 112 | x | x | -28 | 112 | 1 | 88 | 88
CCCc1nc(N2CCN(C)CC2)c2sc(=S)n(-c3ccccc3)c2n1 | x | x | -29% | 1% | x | x | 17 | 66 | 49
Cc1ccc(-c2nn(-c3ccccc3)cc2/C=N/NS(=O)(=O)c2ccccc2)cc1 | 15 | 130 | -11% | -18% | -15 | 130 | x | x | x
N#Cc1c(NC(=O)CSc2ncn(-c3ccccc3)n2)sc2c1CCCC2 | 0 | 148 | 7% | -6% | 0 | 148 | 2 | 88 | 86
Cc1c(NC(=O)c2cc(-n3cnnc3)ccc2Cl)cccc1-c1nc2ccccc2o1 | -2 | 168 | x | x | 2 | 168 | 11 | 89 | 77
O=C(NC(Cc1ccccc1)C(=O)O)/C(=C\c1ccc(F)cc1)NC(=O)c1ccccc1 (stereo not drawn) | -6 | 135 | -2% | -16% | 6 | 135 | x | x | x
Cc1cccc(OCCn2c(CCCO)nc3ccccc32)c1 | -3 | 130 | -56% | -2% | 3 | 130 | x | x | x
O=C(COc1ccc2ccccc2c1Br)Nn1cnnc1 | 5 | 117 | 8% | -12% | -5 | 117 | 7 | 101 | 94
CCSc1nnc(Nc2ccccc2)s1 | 14 | 99 | 0% | 2% | -14 | 99 | 2 | 87 | 85
O=C(CC1(C(F)(F)F)OCCO1)Nc1ccc2c(c1)OCO2 | 2 | 211 | 8% | 0% | -2 | 211 | -1 | 92 | 93
C=CCn1c(=O)c2ccccc2n2c(SCC(=O)/C(C#N)=C(\C)N)nnc12 | -1 | 213 | -8% | 6% | 1 | 213 | 0 | 91 | 91
CCC(=O)Nc1ccc(NC(=O)c2ccco2)cc1 | -9 | 81 | 21% | -2% | 9 | 81 | 4 | 99 | 96
Cc1cnc(Sc2ncccc2[N+](=O)[O-])nc1 | 7 | 178 | x | x | -8 | 178 | -3 | 92 | 94
Cc1ccc(CSc2nnc(NC(=O)C3COc4ccccc4O3)s2)cc1 (stereo not drawn) | 3 | 78 | 0% | 2% | -3 | 78 | x | x | x
O=C(NC1=NCCS1)C1Cc2ccccc2CN1C(=O)c1ccccc1 (stereo not drawn) | 27 | 56 | -107% | -6% | -27 | 56 | 3 | 88 | 85
CCn1c(SCC(=O)Nc2cc(C)ccc2C)nc2c(c1=O)SC(C)C2 (stereo not drawn) | x | x | -10% | 0% | x | x | -23 | 48 | 71

Record cards (already shown).
`Cc1ccc(CSc2nnc(NC(=O)C3COc4ccccc4O3)s2)cc1` (stereo not drawn) is entered as NFkB transloc pot = 3; NFkB transloc pot cell count 2 µM = 78; PLAP inhibition = 0%; Bcl-B displacement = 2%; IL1B NFkB inh = -3; IL1B NFkB inh cell count 2 µM = 78; MRP reversal = x; MRP reversal cytotoxicity = x; MRP reversal with doxorubicin = x
`CCC(=O)Nc1ccc(NC(=O)c2ccco2)cc1` is entered as NFkB transloc pot = -9; NFkB transloc pot cell count 2 µM = 81; PLAP inhibition = 21%; Bcl-B displacement = -2%; IL1B NFkB inh = 9; IL1B NFkB inh cell count 2 µM = 81; MRP reversal = 4; MRP reversal cytotoxicity = 99; MRP reversal with doxorubicin = 96
`CCn1c(SCC(=O)Nc2cc(C)ccc2C)nc2c(c1=O)SC(C)C2` (stereo not drawn) is entered as NFkB transloc pot = x; NFkB transloc pot cell count 2 µM = x; PLAP inhibition = -10%; Bcl-B displacement = 0%; IL1B NFkB inh = x; IL1B NFkB inh cell count 2 µM = x; MRP reversal = -23; MRP reversal cytotoxicity = 48; MRP reversal with doxorubicin = 71

More results.
SMILES | NFkB transloc pot | NFkB transloc pot cell count 2 µM | PLAP inhibition | Bcl-B displacement | IL1B NFkB inh | IL1B NFkB inh cell count 2 µM | MRP reversal | MRP reversal cytotoxicity | MRP reversal with doxorubicin
COC(=O)c1[nH]c2ccccc2c1NC(=O)CN1CCN(c2cccc(OC)c2)C(C)C1 (stereo not drawn) | 7 | 172 | -56% | -10% | -7 | 172 | 21 | 51 | 30
CC(=O)N1CCN(c2ccccc2NC(=O)COc2ccc(Cl)cc2Cl)CC1 | -12 | 94 | -5% | 9% | 12 | 94 | -16 | 57 | 73
CCn1nnnc1SCC(=O)N(C1CCCCC1)C1CCCCC1 | x | x | -41% | 8% | x | x | -1 | 86 | 87
COc1ccc(CNCCC(c2ccc(OC(C)C)cc2)C(C)C)cc1OC (stereo not drawn) | -7 | 120 | -36% | -1% | 7 | 120 | x | x | x
O=C(CN1CCOCC1)N1CCN(S(=O)(=O)c2ccccc2)C1c1ccccc1 (stereo not drawn) | x | x | -51% | -1% | x | x | -5 | 61 | 66
C=CCn1c(CC#N)nnc1N1CCOCC1 | -12 | 129 | 10% | -5% | 12 | 129 | 15 | 100 | 85
CCc1cc(=O)oc2cc(OC(C)C(=O)O)c(Cl)cc12 (stereo not drawn) | x | x | -7% | -5% | x | x | -1 | 94 | 95
CCSc1oc(-c2ccco2)nc1S(=O)(=O)c1ccccc1 | 6 | 169 | x | x | -6 | 169 | 8 | 79 | 71
Cn1c(=N)n(CC(O)c2cccc3ccccc23)c2ccccc21 (stereo not drawn) | -14 | 160 | -8% | -17% | 14 | 160 | 0 | 26 | 27
CCCCCC(=O)Nc1ccc2oc(-c3ccncc3)nc2c1 | 12 | 100 | -59% | -13% | -12 | 100 | 13 | 91 | 79
COCC(=O)Nc1c(C(=O)Nc2ccccc2OC)oc2ccccc12 | 6 | 155 | 4% | 0% | -6 | 155 | 2 | 72 | 71
COc1ccc(CNc2nc(NCc3ccc(OC)cc3)n(S(C)(=O)=O)n2)cc1 | -8 | 99 | 12% | -5% | 8 | 99 | 11 | 105 | 94
CCC(C)(C)c1ccc(OCCN2C(=O)NC(C)(C)C2=O)cc1 | -13 | 56 | -95% | -7% | 13 | 56 | -9 | 66 | 76
Cc1ccccc1CSCC(=O)NC1CCCC1 | -3 | 128 | 22% | -9% | 3 | 128 | -4 | 74 | 77
Nc1nonc1-n1nncc1-c1ccccc1 | 17 | 136 | -15% | -3% | -17 | 136 | 6 | 79 | 73
CCc1cc2c(NCCN3CCCCC3)ncnc2s1 | -20 | 129 | 23% | 14% | 20 | 129 | 11 | 87 | 76
Cc1ccc(-c2nnc3c4ccccc4c(C)nn23)cc1NC(=O)CN1CCOCC1 | 14 | 123 | -55% | 0% | -14 | 123 | 8 | 104 | 95
COc1cccc(-n2c(SCC(N)=O)nnc2-c2ccncc2)c1 | -7 | 82 | -4% | -5% | 7 | 82 | 10 | 101 | 91
Clc1ccc(Cl)c(-c2nn3c(Cn4cnc5ccccc54)nnc3s2)c1 | 5 | 151 | x | x | -5 | 151 | 6 | 90 | 84
CCOC(=O)c1ccc(NC(=O)CN(c2ccc(C)cc2)S(=O)(=O)c2c(C)nn(C)c2C)cc1 | 2 | 169 | -58% | -11% | -2 | 169 | 3 | 94 | 91
Cc1ccc(Nc2nnns2)cc1 | -38 | 153 | -11% | 0% | 38* | 153* | 2 | 88 | 86
CCOC1(OCC)C(c2ccc(Cl)cc2)C(C#N)(C#N)C1(OCC)OCC (stereo not drawn) | -2 | 139 | -13% | -5% | 2 | 139 | x | x | x
Cc1nc2nc3c(cn2n1)C(=O)CC(c1ccccc1)C3 (stereo not drawn) | 17 | 184 | -14% | 4% | -17 | 184 | 9 | 96 | 87
CCOc1ccccc1N1C(=O)CC(N(O)c2ccccc2)C1=O (stereo not drawn) | -9 | 58 | -13% | 8% | 9 | 58 | -8 | 75 | 83
Nc1c2c(=O)oc(-c3ccccc3)cc2nn1-c1ccccc1 | 4 | 123 | 0% | -1% | -4 | 123 | x | x | x
O=C(Nc1ccccc1)N1CCC(c2nc(-c3ccc(S(=O)(=O)N4CCOCC4)cc3)no2)CC1 | -12 | 121 | 10% | 2% | 12 | 121 | -9 | 82 | 92
CC(/C=C/c1ccc(O)cc1)=N/O | 12 | 147 | x | x | -12 | 147 | -22 | 58 | 80
CCOC(=O)c1ccc2c(c1)nc(COc1ccc(OC)cc1)n2CC | 9 | 170 | 2% | 14% | -9 | 170 | 1 | 80 | 78
Cc1ccc(CNC2=NCCCCC2)n1C | 0 | 107 | 11% | 6% | 0 | 107 | 2 | 89 | 87

Some of these compounds in order of their number in PLAP inhibition, low to high:
SMILES	PLAP inhibition
CCOC(=O)c1ccc2c(c1)nc(COc1ccc(OC)cc1)n2CC	2%
O=C(Nc1ccccc1)N1CCC(c2nc(-c3ccc(S(=O)(=O)N4CCOCC4)cc3)no2)CC1	10%
Cc1ccc(CNC2=NCCCCC2)n1C	11%

Assay outcomes as filed in PubChem BioAssay.

The list is partial. The share of hits here may be higher or lower than overall.
